ERK EGF inh – qHTS Assay for Inhibitors of the ERK Signaling Pathway using a Homogeneous Screening Assay; Stimulation with EGF | HEK293-V1b, EGF-stimulated phospho-ERK AlphaScreen | Potency, µM (series often up to 11.5 µM), for inactives: at the highest dose activity change, negative = inhibition, most hits filed as inhibitors | 130,000 tested, 0.41% active; active = well fitted inhibition curve with a large enough effect; inconclusive = small, poorly fitted or top-dose-only effect, or effect the other way;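 note: plate controls were stimulated vehicle wells for no effect and unstimulated vehicle basal for full effect; nearly all actives have a fitted effect of over 55% in size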
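Compounds are titrated over HEK293-V1b cells kept overnight in 1% FBS. After 30 min at 37C, EGF (25 nM final) triggers ERK phosphorylation for 5 min, measured by AlphaScreen in lysates.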
The depositor's hits bear a star; ? = inconclusive; [ ] = dose if it differs, or a comment. Potency is the fitted concentration of half-maximal effect. An excerpt, so the mix of outcomes need not match the whole.

ERK EGF inh	structure
10%	Cc1ccc(Cn2nnc3c(=O)n(CC(=O)NCc4ccccc4)cnc32)cc1
-6%	CCOCCc1nnc(NC(=O)Cc2c(F)cccc2Cl)s1
3%[57.5 µM]	O=C(NC(=O)N1CCCC1)c1csnn1
-14%	COc1ccc(NC(=O)c2ccccc2S(=O)c2ccccc2C#N)cc1 (configuration not stated)
?	O=[N+]([O-])c1ccc(/C=C/C2=NN(c3ccccc3)C(c3ccco3)C2)cc1 (configuration not stated)
3%[57.5 µM]	CCC1S/C(=N/N=C/c2ccco2)N(Cc2ccc(F)cc2)C1=O (configuration not stated)
?	Cc1cc(/C=C(\C#N)C(=O)Nc2ccccc2)c(C)n1-c1ccc(C(=O)O)cc1
-7%	Cc1cc(C)c(S(=O)(=O)Nc2ccccc2C(=O)OCC(=O)NCc2ccccc2)c(C)c1
0%	CCOC(=O)N1CCC(C(=O)Nc2ccc(OCC)cc2)CC1
-1%[57.5 µM]	Cc1ccc(/C=N/NC(=O)c2ccco2)cc1
-20%	C/C(N)=C(/C#N)C(=O)COC(=O)c1cc2c(s1)CCCC2
3%	CC(C)N1C(=O)CCC1C(=O)NCc1ccccc1Cl (configuration not stated)
4%	Cc1ccc2c(CC(=O)N3CCN(c4ccccc4)CC3)coc2c1
5%	CCOC(=O)C1=C(C)NC(=S)NC1/C=C/c1ccccc1 (configuration not stated)
-10%	COc1ccc(-c2noc(=O)n2CC(=O)N2CCC(Cc3ccccc3)CC2)cc1
-10%	Cc1cc(C)cc(-n2c(C)cc(/C=C3\C(=N)N4N=C(CC(C)C)SC4=NC3=O)c2C)c1
0%	CN(C)CCP(=O)(c1ccccc1)c1ccccc1
?	S=C(NCc1cccnc1)Nc1ccc(Oc2ccc(Cl)cc2)cc1
-1%	O=C(CSc1ncc(-c2ccccc2)[nH]1)Nc1ccccc1F
24%	CCCN(CCC)CCCNC(=S)Nc1ccc2nc(N3CCCC3)cc(C)c2c1

An excerpt from above in order of the ERK EGF inh value, falling.
Compound | ERK EGF inh
CCCN(CCC)CCCNC(=S)Nc1ccc2nc(N3CCCC3)cc(C)c2c1 | 24%
CN(C)CCP(=O)(c1ccccc1)c1ccccc1 | 0%
Cc1cc(C)cc(-n2c(C)cc(/C=C3\C(=N)N4N=C(CC(C)C)SC4=NC3=O)c2C)c1 | -10%

(continued)
ERK EGF inh	structure
-2%	O=C(O)/C(=C/c1ccco1)c1ccccc1
-3%	COc1ccc(N2C(=O)CS(=O)C(c3ccccc3)C2=O)cc1 (configuration not stated)
-2%	COC(=O)c1ccccc1NS(=O)(=O)c1ccc(F)cc1
-13%[57.5 µM]	O=[N+]([O-])c1cccc(-c2csc(CS(=O)(=O)Cc3ccco3)n2)c1
-5%	O=P(COCCCCCOCP(=O)(c1ccccc1)c1ccccc1)(c1ccccc1)c1ccccc1
7%	OCC[n+]1ccc(/C=C/c2c[nH]c3ccccc23)cc1
-7%	CC(C)C(=O)NC(Nc1cccc([N+](=O)[O-])c1)C(Cl)(Cl)Cl (configuration not stated)
1%	O=c1ccc2cc3ccoc3cc2o1
1%	Cc1cc(C)cc(OCC(=O)Nc2ccc(S(=O)(=O)Nc3ccccn3)cc2)c1
1%	Cc1ccccc1SC1CCN(Cc2nc(C3CC3)no2)CC1
5%	N#C/C(=C\c1ccc(-c2cccc(C(F)(F)F)c2)o1)C(=O)Nn1cnnc1
0%	Cc1ccc2c(c1)C1CN(C)CCC1N2C(=O)c1cccc(S(=O)(=O)N2CC(C)CC(C)C2)c1 (configuration not stated)
-1%	CC(=O)Nc1ccc(C(=O)N/N=C/c2ccncc2)cc1
2%[57.5 µM]	CCS(=O)(=O)NCCc1csc(-c2ccc(OC)c(OC)c2)n1
-3%	COc1ccc(NS(=O)(=O)c2cc(NC(=O)/C=C/c3cccs3)ccc2N2CCOCC2)cc1
2%	CCc1ccccc1NC(=S)N(Cc1ccco1)C(C)c1cccs1 (configuration not stated)
-3%	Cc1cccc(C(=O)NNC(=O)/C=C/C(=O)O)c1
4%	O=C(COC(=O)C1CSC2(c3ccc(F)cc3)CCC(=O)N12)NC(=O)NC1CCCC1 (configuration not stated)
-14%	C=CCOC(=O)NC(CC(=Nc1ccc(OC)cc1)C(=O)OC)c1ccccc1 (configuration not stated)
-10%[57.5 µM]	Cc1cccc2cc(/C=N/NC(=O)[C@H]3C[C@@H]3c3ccccc3)c(Cl)nc12

Later entries.
ERK EGF inh	structure
16%	COC(=O)CC/C(O)=C1\C(=O)CC(C)(C)CC1=NCc1nc2ccccc2[nH]1
8%	O=C(O)/C=C/c1ccc([N+](=O)[O-])o1
1%	COCCCC1CCN(C(=O)CCc2nnc(CCCCc3ccccc3)o2)CC1
7%	Cc1nn(C)c(C(=O)N/N=C/c2cccc3ccccc23)c1Cl
-6%	O=C(CSc1ccc2c(c1)OCCO2)Nc1cccnc1
-3%	CC1CCCN(CC(=O)Nc2cccc([N+](=O)[O-])c2)C1 (configuration not stated)
2%[57.5 µM]	Cc1cccc(-n2ncc3c(NCc4cccnc4)ncnc32)c1
-5%	Cc1c(C(=O)N2CCCC(C)C2)sc2ncnc(N3CCCCC3C)c12 (configuration not stated)
-1%[57.5 µM]	CC(C)C(=O)N1CCC2(CC1)Oc1ccc(Cl)cc1C(=O)C21CC(c2cccnc2)=NO1 (configuration not stated)
-2%	COC(=O)c1ccc(CNC(=O)c2cc3ccccc3oc2=O)cc1
-6%	C=CCn1cnc2c(nnn2-c2ccc(OC)c(OC)c2)c1=O
7%	CCOC(=O)C1=C(C)C(c2ccc(OC)cc2)NC(=O)N1 (configuration not stated)
3%	CC(OC(=O)/C=C/c1cccs1)C(=O)Nc1ccc(S(N)(=O)=O)cc1 (configuration not stated)
6%	O=C1NN(c2ccccc2)C(=O)C2C1C1C=CC2C12CC2 (configuration not stated)
-1%	CCC(C)NC(=O)Nc1ccc(C)cc1C (configuration not stated)
2%	CCC(C)NC(=O)CSc1nc2cc3c(cc2c(=O)n1Cc1ccco1)OCO3 (configuration not stated)
-6%	CCOC(=O)c1c(NC(=S)Nc2ccc(OC)cc2)sc2c1CCCCC2
-5%[57.5 µM]	CCC(=O)Nc1cccc(C2=NOC3(C2)C[C@H](C(N)=O)N(C(=O)Cc2ccc([N+](=O)[O-])cc2)C3)c1 (some centres not stated)
8%[57.5 µM]	CCOC(=O)c1c(CSC(=N)N)n(C)c2cc(Br)c(OC(C)=O)cc12
-4%	CCCCCC(=O)N/N=C/c1ccc(N(C)C)cc1

Further records.
ERK EGF inh	structure
1%	CCCCC(=O)NC(=S)Nc1cccc(C(=O)O)c1
-2%	O=C(O)CC/C(=C\c1ccc(Cl)c([N+](=O)[O-])c1)c1nc2ccccc2s1
-5%	CCOC(=O)c1c(C)[nH]c(C2=NNC(=Nc3ccc(OCC)cc3)SC2)c1C
8%	O=C(/C(=C(\[O-])c1ccccc1)[n+]1ccc2ccccc2c1)c1ccc([N+](=O)[O-])cc1
4%	Cc1nnc(-c2cnn(C)c2N)n1CCCN(C)C
2%	O=C(NN1C(=O)/C(=C\c2cccnc2)SC1=S)c1ccco1
3%	COc1cc(C(=O)NC2CC(C)(C)NC(C)(C)C2)cc(OC)c1OC
-10%	COc1ccc(-c2cc(C(=O)O)nc3ccc4ccccc4c23)cc1OC
-3%[57.5 µM]	COCc1c(C(=O)OCc2c(C)noc2C)oc2ccccc12
-1%	CCCCCOc1ccc(CSc2n[nH]c(C)n2)cc1
8%	O=C(NC(=S)N(Cc1ccccc1)c1ccccn1)C1CC1
19%	Cc1cnc(CNc2ccnc(-c3ccc(N(C)C)cc3)n2)cn1
-5%	CCc1nc(SCC#N)c(C#N)cc1C
22%	Cc1ccsc1/C=N/NC(=O)c1cc(-c2ccncc2)nc2ccccc12
3%	O=C(Nc1nc2ccccc2s1)c1cc(-c2ccccc2)nn1-c1ccccc1
-6%	CCCCc1nc(S(=O)(=O)c2ccc(Cl)cc2)c(N2CCOCC2)o1
-5%	CCn1cc(Cl)c(C(=O)Nc2cc(C(=O)OC)cc(C(=O)OC)c2)n1
-4%[57.5 µM]	O=C(O)COc1ccccc1/C=N/NC(=O)CSc1nc2ccccc2c(=O)n1-c1ccccc1
9%[57.5 µM]	COC(=O)c1cn(C)c2ccc(S(=O)(=O)N3CCCCC3)cc2c1=O
-8%	C=CCSc1nc2sc3c(c2c(=O)[nH]1)CCC3

No new results follow: an excerpt of the list.
ERK EGF inh	structure
-2%	COC(=O)c1ccc(CNC(=O)c2cc3ccccc3oc2=O)cc1
-6%	C=CCn1cnc2c(nnn2-c2ccc(OC)c(OC)c2)c1=O
7%	CCOC(=O)C1=C(C)C(c2ccc(OC)cc2)NC(=O)N1 (configuration not stated)
3%	CC(OC(=O)/C=C/c1cccs1)C(=O)Nc1ccc(S(N)(=O)=O)cc1 (configuration not stated)
6%	O=C1NN(c2ccccc2)C(=O)C2C1C1C=CC2C12CC2 (configuration not stated)
-1%	CCC(C)NC(=O)Nc1ccc(C)cc1C (configuration not stated)
2%	CCC(C)NC(=O)CSc1nc2cc3c(cc2c(=O)n1Cc1ccco1)OCO3 (configuration not stated)
-6%	CCOC(=O)c1c(NC(=S)Nc2ccc(OC)cc2)sc2c1CCCCC2
-5%[57.5 µM]	CCC(=O)Nc1cccc(C2=NOC3(C2)C[C@H](C(N)=O)N(C(=O)Cc2ccc([N+](=O)[O-])cc2)C3)c1 (some centres not stated)
8%[57.5 µM]	CCOC(=O)c1c(CSC(=N)N)n(C)c2cc(Br)c(OC(C)=O)cc12
-4%	CCCCCC(=O)N/N=C/c1ccc(N(C)C)cc1
1%	CCCCC(=O)NC(=S)Nc1cccc(C(=O)O)c1
-2%	O=C(O)CC/C(=C\c1ccc(Cl)c([N+](=O)[O-])c1)c1nc2ccccc2s1
-5%	CCOC(=O)c1c(C)[nH]c(C2=NNC(=Nc3ccc(OCC)cc3)SC2)c1C
8%	O=C(/C(=C(\[O-])c1ccccc1)[n+]1ccc2ccccc2c1)c1ccc([N+](=O)[O-])cc1
4%	Cc1nnc(-c2cnn(C)c2N)n1CCCN(C)C
2%	O=C(NN1C(=O)/C(=C\c2cccnc2)SC1=S)c1ccco1
3%	COc1cc(C(=O)NC2CC(C)(C)NC(C)(C)C2)cc(OC)c1OC
-10%	COc1ccc(-c2cc(C(=O)O)nc3ccc4ccccc4c23)cc1OC
-3%[57.5 µM]	COCc1c(C(=O)OCc2c(C)noc2C)oc2ccccc12
-1%	CCCCCOc1ccc(CSc2n[nH]c(C)n2)cc1
8%	O=C(NC(=S)N(Cc1ccccc1)c1ccccn1)C1CC1
19%	Cc1cnc(CNc2ccnc(-c3ccc(N(C)C)cc3)n2)cn1
-5%	CCc1nc(SCC#N)c(C#N)cc1C
22%	Cc1ccsc1/C=N/NC(=O)c1cc(-c2ccncc2)nc2ccccc12
3%	O=C(Nc1nc2ccccc2s1)c1cc(-c2ccccc2)nn1-c1ccccc1
-6%	CCCCc1nc(S(=O)(=O)c2ccc(Cl)cc2)c(N2CCOCC2)o1
-5%	CCn1cc(Cl)c(C(=O)Nc2cc(C(=O)OC)cc(C(=O)OC)c2)n1
-4%[57.5 µM]	O=C(O)COc1ccccc1/C=N/NC(=O)CSc1nc2ccccc2c(=O)n1-c1ccccc1

(listing goes on)
ERK EGF inh	structure
-5%	CN(C)C(=O)CCSc1nnc(-c2ccncc2)o1
?	COc1ccc(/C=N/Nc2nc3ccccc3s2)cc1O
3%	C=CCn1cccc(/C=C/C(=O)c2ccc(C(C)(C)C)cc2)c1=S
-3%	Cc1ccccc1NC(=O)c1ccc(OCC(=O)Nc2ccccc2F)cc1
4%	O=C(CSc1nccc(=O)[nH]1)Nc1ccccc1Sc1ccccc1
-10%	Cc1cc(=O)oc2cc(NC(=S)NCc3cccnc3)ccc12
-4%	CCOc1cnc(C(=O)NNC(=O)c2ccccc2Br)o1
-4%	Cc1ccc(S(=O)(=O)N2CCN(C(=O)CCC(=O)NCCc3ccc(S(N)(=O)=O)cc3)CC2)c(C)c1
1%	CC12CC3(C)CC(C)(C1)CC(C(=O)NC(=S)N1CCCC1)(C2)C3
-2%	Cc1cccc[n+]1C1C(c2ccc([N+](=O)[O-])cc2)C(C#N)=C(C(=C=[N-])C#N)NC1(O)C1CC1 (configuration not stated)
7%	O=C(NC(=S)N(Cc1ccccc1)c1ccccn1)C1CCCCC1
-14%[57.5 µM]	CC1(C)Cc2nc3sc(C(=O)NCCCO)c(N)c3cc2CO1
1%	COCC1CCCCN1Cc1cn[nH]c1-c1ccc2cc(OC)ccc2c1 (configuration not stated)
-2%	Cc1oc(-c2cccs2)nc1CN1CCN(CCC(C)C)C(CCO)C1 (configuration not stated)
3%[57.5 µM]	CCCCn1c(=O)[nH]c(=O)c2c1nc(-c1ccc(OCCC)c(OCC)c1)n2C
11%	CC(C)(C)C(=O)NC(=S)NNC(=O)c1ccc(-c2ccccc2)cc1
-4%[57.5 µM]	Cc1cccc(NC(=O)c2ccco2)c1C(=O)O
3%[57.5 µM]	COc1ccc2oc(=O)c(C(=O)N3CCN(c4ccccc4)CC3)cc2c1
-7%	COCCCNC(=S)N1CCN(c2ccccc2)CC1
1%[57.5 µM]	NC(=O)c1sc2nc(-c3cccnc3)ccc2c1N
